Compound activity: PubChem, National Center for Advancing Translational Sciences (NCATS)
JMJD2A Tudor: qHTS Assay for Inhibitors of JMJD2A-Tudor Domain. Lysine-specific demethylase 4A (Homo sapiens), O75164. AlphaScreen JMJD2A-Tudor / H3K4me3 peptide binding. Potency, µM (doses to about 114 µM), for the others: at the highest dose activity change, negative = inhibition, hits mostly inhibitors. 4.4% of 390,000 active. AID 504339, 2011; further: on the % scale 0 is the no-effect control and ±100 the full control effect; nearly all actives have a fitted effect of over 50% in size
PGK inhibitor: qHTS Assay to Find Inhibitors of Phosphoglycerate Kinase; Phosphoglycerate kinase, glycosomal (Trypanosoma brucei brucei), P07378; PGK/GAPDH coupled, Kinase-Glo luminescence, 60 min; Potency, µM (titrated, usually from 57.5 µM), for inactives: at the top dose activity change, negative = inhibition, usual class: inhibitors; 0.043% of 380,000 active; AID 602233, 2012; further: on the % scale 0 is the no-effect control and ±100 the full control effect; nearly all actives have a fitted effect of over 60% in size
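Luminescent ATP detection (Kinase-Glo Plus) follows a 60-minute room-temperature incubation, with wells lacking PGK as controls. Buffer: 100 mM TEA (pH 7.6), 5 mM MgCl2, 0.01% Tween-20. Coupling enzyme GAPDH (100 nM final) supplies unstable 1,3-BPG in-well.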
BLM helicase inh: qHTS Assay for Inhibitors of Bloom's syndrome helicase (BLM); RecQ-like DNA helicase BLM (Homo sapiens), P54132; recombinant BLM DNA unwinding, fluorescence dequenching; Potency, µM (top dose mostly 56.1 µM), for inactives: top-dose activity change, negative = inhibition, usual class: inhibitors; 0.2% of 350,000 active; AID 2528, 2010;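 further: plate controls were vehicle for no effect and no enzyme for full effect; nearly all actives have a fitted effect of over 35% in size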
HP1b chromo inh: HTS for Inhibitors of HP1-beta Chromodomain Interactions with Methylated Histone Tails; AlphaScreen HP1-beta / biotin-H3K9me3 peptide binding; 0.56% of 390,000 active; Potency, µM (series often up to 114 µM), for inactives: at the highest dose activity change, negative = inhibition, hits mostly inhibitors; Chromobox protein homolog 1 (Homo sapiens), P83916; further: nearly all actives have a fitted effect of over 70% in size; inactives centre near 23
Target sequence (P83916 whole entry, looked up): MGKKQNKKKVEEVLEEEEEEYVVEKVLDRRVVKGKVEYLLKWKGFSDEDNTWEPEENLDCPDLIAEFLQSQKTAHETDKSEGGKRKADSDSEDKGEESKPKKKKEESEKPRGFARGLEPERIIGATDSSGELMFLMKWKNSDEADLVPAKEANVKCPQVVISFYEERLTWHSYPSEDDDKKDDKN
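AlphaScreen: HP1-beta (50 nM) preformed 30 min with biotin-H3(1-18)K9me3 peptide (50 nM) in PBS pH 7.4, 0.01% Tween-20. Compound added for 30 min at RT, then streptavidin donor/nickel chelate acceptor beads (10 ug/mL) for 30 min.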
BAZ2B block: qHTS Assay for Inhibitors of BAZ2B; Bromodomain adjacent to zinc finger domain protein 2B (Homo sapiens), Q9UIF8; AlphaScreen BAZ2B-H3K14Ac peptide displacement; Potency, µM (highest dose often 114 µM), for inactives: at the top dose activity change, negative = inhibition, most hits filed as inhibitors; 4.4% of 360,000 active; AID 504333, 2011; further: on the % scale 0 is the no-effect control and ±100 the full control effect; nearly all actives have a fitted effect of over 60% in size
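Protein-peptide AlphaScreen: BAZ2B 50 nM, b-H3K14Ac 50 nM, 1x PBS pH 7.4 + 0.01% Tween-20. Preincubation 30 min RT; cpd 30 min RT (top 110 uM); beads 20 min RT, light-protected.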
Pin1 inhibitor: qHTS Assay to Find Inhibitors of Pin1; AID 504891, 2011; Peptidyl-prolyl cis-trans isomerase NIMA-interacting 1 (Homo sapiens), Q13526; 0.009% of 390,000 active; Potency, µM (doses to about 115 µM), for inactives: top-dose activity, negative = inhibition, hits mostly inhibitors; Pin1 FP peptide displacement, HiFluor488, 10 min; active means well fitted inhibition curve with a large enough effect in the polarisation, with a control signal flat, not every such curve was filed as active; inconclusive means small, poorly fitted or top-dose-only effect, or effect the other way, or a change in a side signal; inactive means no such curve, though single readings can be large or run the other way; the % refers to the polarisation; further: on the % scale 0 is the no-effect control and ±100 the full control effect
Target sequence (Q13526 whole entry, looked up): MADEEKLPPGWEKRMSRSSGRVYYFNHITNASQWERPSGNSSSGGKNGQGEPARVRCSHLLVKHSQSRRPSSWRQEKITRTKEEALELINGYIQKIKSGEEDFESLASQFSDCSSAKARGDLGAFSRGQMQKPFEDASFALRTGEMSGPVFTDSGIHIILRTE
Pol iota inh: qHTS for Inhibitors of Polymerase Iota | DNA polymerase iota (Homo sapiens), Q9UNA4 | Potency, µM (top dose mostly 115 µM), for inactives: at the top dose activity, negative = inhibition, most hits filed as inhibitors | Pol iota fluorescent replication assay, 10 min | AID 588590, 2011 | 1% of 390,000 active
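Pol iota at 10 nM preincubated 15 min with compounds at room temperature; reaction started with fluorescent substrate, 50 nM final. Fluorescence read kinetically at 0 and 10 min; buffer-only wells as negative control.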
G9a block: qHTS Assay for Inhibitors of Histone Lysine Methyltransferase G9a; Histone-lysine N-methyltransferase EHMT2 (Homo sapiens), Q96KQ7; 8.8% of 350,000 active; Potency, µM (highest dose often 102 µM), without a hit: at the top dose activity, negative = inhibition, usual class: inhibitors; G9a H3K9 monomethylation, AlphaScreen, 2 h; further: on the % scale 0 is the no-effect control and ±100 the full control effect; nearly all actives have a fitted effect of over 75% in size
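G9a (20 nM) was preincubated 15 min with compound, then reacted 2 h at room temperature with 500 nM biotin-H3K9 peptide and 20 µM SAM. Monomethyl-H3K9 detected by AlphaScreen using anti-H3K9me1 antibody.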
GLS inh: qHTS for Inhibitors of Glutaminase (GLS) | Glutaminase kidney isoform, mitochondrial (Homo sapiens), O94925 | GLS enzymatic activity, qHTS titration | Potency, µM (highest dose often 45.5 µM), without a hit: top-dose activity change, negative = inhibition, most hits filed as inhibitors | 0.21% of 410,000 active | AID 624170, 2012; further: on the % scale 0 is the no-effect control and ±100 the full control effect
Target sequence (O94925 whole entry, looked up, canonical isoform): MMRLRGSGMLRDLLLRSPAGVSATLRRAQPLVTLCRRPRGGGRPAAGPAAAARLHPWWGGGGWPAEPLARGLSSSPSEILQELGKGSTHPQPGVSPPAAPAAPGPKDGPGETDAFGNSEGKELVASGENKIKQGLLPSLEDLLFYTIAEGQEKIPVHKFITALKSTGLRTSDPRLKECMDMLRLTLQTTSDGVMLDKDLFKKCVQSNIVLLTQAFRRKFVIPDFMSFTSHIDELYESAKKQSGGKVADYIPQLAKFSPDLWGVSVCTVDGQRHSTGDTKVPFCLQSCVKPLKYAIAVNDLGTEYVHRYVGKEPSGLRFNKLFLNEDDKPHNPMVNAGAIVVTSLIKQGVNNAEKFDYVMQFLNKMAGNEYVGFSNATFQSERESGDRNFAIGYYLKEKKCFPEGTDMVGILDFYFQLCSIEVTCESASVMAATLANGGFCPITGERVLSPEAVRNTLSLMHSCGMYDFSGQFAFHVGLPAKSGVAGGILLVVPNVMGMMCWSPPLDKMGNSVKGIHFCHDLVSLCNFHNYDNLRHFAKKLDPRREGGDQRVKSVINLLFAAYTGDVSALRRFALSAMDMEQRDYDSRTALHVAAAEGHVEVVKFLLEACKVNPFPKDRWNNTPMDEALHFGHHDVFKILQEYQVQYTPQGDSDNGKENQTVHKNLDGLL
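Human kidney-isoform GLS in 45 mM KH2PO4 pH 8.2, 0.02% Tween-20, with compound, started with 1mM L-Glutamine (added stock). Glutamate oxidase/HRP/Amplex red coupled fluorescence read at start and after 30 min at RT.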
* = called active by the depositor; i = inactive; ? = inconclusive; . = no result given; [ ] = dose if it differs, or a comment. Unless noted, the call rests on the fitted dose curve; in most records, active means well fitted curve in the direction sought with a large enough effect; inconclusive means small, poorly fitted or top-dose-only effect, or another doubt; inactive means no such curve, though single readings can be large; an effect the other way counts as inactive or inconclusive. Potency means the concentration at half of the fitted maximal effect. The list is partial (hit frequency here may not be typical).

SMILES | JMJD2A Tudor | PGK inhibitor | BLM helicase inh | HP1b chromo inh | BAZ2B block | Pin1 inhibitor | Pol iota inh | G9a block | GLS inh
COc1ccc(C2C3=C(CCCC3=O)N(CC(=O)O)C3=C2C(=O)CCC3)cc1Cl | -26% | i | -2% | 28% | 5% | -11% | -23% | . | 2%
COc1cc(C(=O)NCCC2=CCCCC2)ccc1OC1CCN(C(C)=O)CC1 | -1% | 1% | -2% | 12% | 1% | -1% | 9% | . | 3%
COc1ccc(-c2oc3ccc(-c4cc(OC)c(OC)c(OC)c4)cc3c2C#Cc2ccsc2)cc1 | -27% | i | 0% | 10% | -29% | 3% | 3% | 10% | 4%
O=C(C1CCC(CNc2c(N3CCCCC3)c(=O)c2=O)CC1)N1CCN(C2CCCCC2)CC1 (centres undefined) | -5% | -5% | 0% | 34% | 1% | -15% | -14% | . | 57%[activator]
CCC(C)N1CC(C(=O)NC2CCCCC2)CC1=O (centres undefined) | -11% | i | 2% | 37% | 7% | 1% | 13% | . | 2%
COc1cccc(-n2cc(C(=O)NC(C)C)c3ccccc3c2=O)c1 | -13% | -15% | 0% | 20% | 5% | -4% | 138%[activator] | 14% | 1%
COCCNc1nc(N)c([N+](=O)[O-])c(NCc2ccccc2)n1 | -21% | -3% | -5% | 61%[activator] | 0% | -8% | -26% | 8% | -16%
CCCN1CCN(C(=O)Nc2ccc(C(=O)OCC)cc2)CC1 | -8% | 1% | -3% | 23% | 9% | -4% | 18% | -2%[59 µM] | 8%
O=C(CNC(=O)c1ccccc1F)OC(C(=O)Nc1cc(C(F)(F)F)ccc1Cl)c1ccccc1 (centres undefined) | -2% | 3% | -13% | 17% | ? | -10% | 41%[activator] | 18% | .
CC1(C)Oc2cc(N)c([N+](=O)[O-])cc2O1 | -16% | 2% | 3% | -9% | -34% | 2% | ? | ? | 9%
CCn1c(-c2ccccc2Cl)nn(CC(=O)Nc2ccccc2OC)c1=S | -12% | 1% | -1% | 13% | 9% | -7% | 4% | . | 5%
O=C(Cn1c(=O)oc2cc(S(=O)(=O)NCc3ccccc3)ccc21)N(CCO)Cc1ccccc1 | -15% | -7% | 2% | -4% | 1% | 0% | 11% | 9%[59 µM] | 2%
CCOC(=O)c1sc(NC(=O)OC)c(C(=O)OC)c1C | -7% | -4% | -2% | 27% | 2% | 0% | 142%[activator] | 3% | -7%
CC(=O)c1ccc(NC(=O)C2CCCNC2=O)cc1 (centres undefined) | -13% | -1% | 0% | 29% | -21% | 5% | -12% | -2%[59 µM] | 0%
CCCOc1ccc(CNC(=O)Cn2ncc3ccccc32)cc1 | -13%[11.4 µM] | -7% | -1% | 52%[activator] | 21% | 0% | -14% | 13% | -3%
COc1ccc(NC(=S)NCCCN2CCN(C3CCCCC3)CC2)cc1 | -9% | i | -11% | 32% | -6% | -1% | 2% | -1%[59 µM] | 28%
S=C(NCCCc1cnc[nH]1)NCCCN(Cc1ccc(Cl)cc1)c1cc(-c2ccccc2)ccn1 | 56µM* | . | . | ? | . | ? | ? | . | .
COc1ccc(Br)cc1/C=N/NC(=O)c1ccco1 | -2%[11.4 µM] | -8% | -1% | 4% | 6% | -1% | 68%[activator] | -31% | -7%
COCC(=O)n1nc(-c2ccccc2)nc1NCc1ccc(N(C)C)cc1 | 35µM* | i | -6% | 50µM* | 32µM* | -9% | 201%[activator] | -4%[12.7 µM] | -1%
O=C(Nc1ccccc1)/C(=C\c1ccc2c(c1)OCO2)NC(=O)c1ccco1 | -33% | . | -4% | -9% | 5% | 2% | -21% | 5%[59 µM] | 11%

Another view of 7 compounds above.
Fields – JMJD2A Tudor, PGK inhibitor, BLM helicase inh, HP1b chromo inh, BAZ2B block, Pin1 inhibitor, Pol iota inh, G9a block, GLS inh
COc1ccc(C2C3=C(CCCC3=O)N(CC(=O)O)C3=C2C(=O)CCC3)cc1Cl
→ -26%, i, -2%, 28%, 5%, -11%, -23%, ., 2%
COc1cc(C(=O)NCCC2=CCCCC2)ccc1OC1CCN(C(C)=O)CC1
→ -1%, 1%, -2%, 12%, 1%, -1%, 9%, ., 3%
COc1ccc(-c2oc3ccc(-c4cc(OC)c(OC)c(OC)c4)cc3c2C#Cc2ccsc2)cc1
→ -27%, i, 0%, 10%, -29%, 3%, 3%, 10%, 4%
O=C(C1CCC(CNc2c(N3CCCCC3)c(=O)c2=O)CC1)N1CCN(C2CCCCC2)CC1 (centres undefined)
→ -5%, -5%, 0%, 34%, 1%, -15%, -14%, ., 57%[activator]
CCC(C)N1CC(C(=O)NC2CCCCC2)CC1=O (centres undefined)
→ -11%, i, 2%, 37%, 7%, 1%, 13%, ., 2%
COc1cccc(-n2cc(C(=O)NC(C)C)c3ccccc3c2=O)c1
→ -13%, -15%, 0%, 20%, 5%, -4%, 138%[activator], 14%, 1%
COCCNc1nc(N)c([N+](=O)[O-])c(NCc2ccccc2)n1
→ -21%, -3%, -5%, 61%[activator], 0%, -8%, -26%, 8%, -16%

(more compounds)
SMILES | JMJD2A Tudor | PGK inhibitor | BLM helicase inh | HP1b chromo inh | BAZ2B block | Pin1 inhibitor | Pol iota inh | G9a block | GLS inh
N=c1ccn(Cc2ccc(Cl)cc2)cc1 | -9% | -5% | -8% | 28% | 76%[activator] | 1% | 11% | 25%[59 µM] | 6%
O=S1(=O)CCN=C2SC3=C(CCCC3)N21 | -2% | . | -2% | 11% | 11% | -6% | 34%[activator] | 2%[59 µM] | 3%
Cc1ccc(CSCC2Nc3ccc(C(=O)N4CCN(c5ccc(F)cc5)CC4)cc3NC2=O)cc1 (centres undefined) | 22µM* | -11% | -8% | 20µM* | ? | 79%[activator] | ? | 2.2µM* | 41%[activator]
CN1C2CCC1CC(NC(=O)CSc1ccc(Cl)cc1)C2 (centres undefined) | -5% | -6% | 4% | 23% | -1% | -9% | 16% | 20% | -3%
COc1ccc(-c2ccc(SC)nn2)cc1 | 3% | ? | -5% | 26% | 2% | -1% | 74%[activator] | 12% | 1%
CCC1CCCCN1C(=S)Nc1ccc(S(=O)(=O)Nc2ncccn2)cc1 (centres undefined) | 100µM* | -5% | -1% | 29% | -6% | -1% | -4% | . | 12%
O=C(CSc1nnc(-c2cccc(Cl)c2)o1)N1CCc2ccccc21 | -14% | -11% | 1% | 8% | 1% | -9% | 9% | -1%[59 µM] | -9%
CCOC(=O)Cc1c(C)nc2c(-c3ccc(Cl)cc3)cnn2c1C | 30% | -3% | -3% | 59%[activator] | 92%[activator] | ? | 41%[activator] | 111%[activator] | 0%
N#CCSc1nc2c(cc1C#N)CCCC2 | 9% | -1% | -1% | 42%[activator] | 8% | 1% | 5% | 25µM* | 6%
Cc1nn(Cc2cccc(C(=O)O)c2)c(C)c1[N+](=O)[O-] | -8% | -2% | 1% | 30% | -12% | -4% | -7% | 12% | -4%
O=C(CSc1nnc(NC(=O)c2ccc(F)cc2)s1)NC1CC1 | -6% | 1% | -1% | 28% | -31% | 1% | 29% | -23% | -6%
O=C(NCc1ccco1)C1CCN(c2nc3ccccc3n2Cc2ccc(F)cc2)CC1 | ? | -3% | -2% | -6% | ? | 0% | -11% | 79µM* | 6%
CCOc1ccccc1CN1CCNC(=O)C1CC(=O)NC1CCCCC1 (centres undefined) | -27% | i | -2% | 40%[activator] | -18% | -2% | 20% | -5%[0.0925 µM] | -1%
Cc1cc(C)c(NC(=O)C2CCCN(S(=O)(=O)c3c(C)noc3C)C2)c(C)c1 (centres undefined) | -14% | i | -3% | 13% | . | -1% | -12% | -7%[59 µM] | -12%
COc1ccc(S(=O)(=O)NCC(c2cccnc2)N2CCN(Cc3ccccc3)CC2)cc1 (centres undefined) | -14% | -8% | 4% | 19% | -23% | -10% | 59%[activator] | -51% | -17%
CCOc1ccc(N2CC(c3nc4ccccc4n3CCOc3ccccc3OC)CC2=O)cc1 (centres undefined) | -23% | 7% | -6% | 22% | -18% | 16% | ? | -8%[59 µM] | 0%
COc1cccc(C(=O)NCCN2C(=O)S/C(=C/c3cccs3)C2=O)c1OC | -31% | 5% | -10% | 1% | ? | 6% | 129%[activator] | -13%[59 µM] | 33%[activator]
O=C(CCl)N1c2ccccc2Oc2ccc3ccccc3c21 | 56µM* | 0% | . | 71µM* | . | ? | ? | . | -12%
CC(Sc1nnc(CN2CCCC2)n1Cc1ccccc1)C(=O)Nc1ccc(F)c(F)c1F (centres undefined) | -20% | -9% | . | 27% | . | -1% | 2% | . | 0%
CC(=O)Nc1ccc2c(c1)nc(C)n2-c1ccccc1 | 12% | -9% | 0% | 43%[activator] | 8% | 0% | -10% | 9% | 1%
CCOc1ccc(NC(=O)CN(C)C(=O)c2cc(S(=O)(=O)N3CCCCCC3)ccc2OC)cc1OCC | -14% | -3% | . | 5% | 5% | 3% | 27% | 10%[0.501 µM] | 1%
O=C(NCCc1ccccc1F)C1CCC(=O)N(Cc2ccccc2F)C1 (centres undefined) | ? | -1% | -1% | -1% | -18% | -3% | 8% | 9% | 2%
O=C(CC(=O)NCc1cccnc1)NCc1cccnc1 | -10%[11.4 µM] | -3% | 0% | 2% | ? | -13% | 17% | -8%[12.7 µM] | -5%
